Bioassay records as filed in PubChem.
Mac1 fbg inh – inhibitors of CD11b/CD18 adhesion to fibrinogen, primary screen, K562 cells, luminescence | Integrin beta-2 (Homo sapiens) + Integrin alpha-M (Homo sapiens), P05107+P11215 | ATPlite luminescence; Mn2+ added to activate the integrin | inhibition, % at 10 µM | hit rate 0.54% among 93,000;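 active means primary inhibition of 50% or more at 10 µM, then 40% or more on retest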; further: some results filed as inactive read as strong as hits
CYP2C9 activ – human CYP2C9 activators, primary screen, biochemical, luminescence; Cytochrome P450 2C9 (Homo sapiens), P11712; recombinant CYP2C9, luciferin-H conversion; hits give high values; factor 1 = untreated enzyme, 0 = blocked; activation factor at 5 µM; hit rate 1.4% among 96,000; AID 1024, 2008;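 active means activation factor of 2 or more for CYP2C9 at a 5 µM dose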;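 further: 0 = sulfaphenazole-blocked wells and 1 = vehicle-only wells; values of inactives mirror those of a sister screen read the other way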
Target sequence (P11712 whole entry, looked up): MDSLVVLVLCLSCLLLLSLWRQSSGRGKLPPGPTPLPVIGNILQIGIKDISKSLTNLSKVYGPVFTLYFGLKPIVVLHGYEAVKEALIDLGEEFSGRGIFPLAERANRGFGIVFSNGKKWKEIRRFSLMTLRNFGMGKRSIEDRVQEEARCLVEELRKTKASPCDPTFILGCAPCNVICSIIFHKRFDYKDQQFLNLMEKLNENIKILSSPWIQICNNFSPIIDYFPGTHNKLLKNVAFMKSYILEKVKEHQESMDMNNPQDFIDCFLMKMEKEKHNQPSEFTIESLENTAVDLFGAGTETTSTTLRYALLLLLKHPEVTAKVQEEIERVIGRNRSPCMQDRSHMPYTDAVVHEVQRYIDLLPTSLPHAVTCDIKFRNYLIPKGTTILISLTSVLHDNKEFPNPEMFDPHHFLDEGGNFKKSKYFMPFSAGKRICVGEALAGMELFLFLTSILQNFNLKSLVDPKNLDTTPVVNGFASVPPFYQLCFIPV
MT1-MMP txn act – MT1-MMP promoter reporter activation – cell-based, luciferase luminescence, primary screen. HT1080 MT1-MMP promoter luciferase reporter, overnight; hits give high values. activation factor at 10 µM. hit rate 0.16% among 86,000;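 active means activation factor of at least 2 for MT1-MMP transcription at 10 µM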
CYP2C19 activ – human CYP2C19 activators, primary screen, biochemical, luminescence; 96,000 tested, under 10 active; Cytochrome P450 2C19 (Homo sapiens), P33261; activation factor at 5 µM; recombinant CYP2C19, luciferin-H EGE luminescence; hits give high values; 0 = fully inhibited enzyme, 1 = untreated enzyme;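 active means activation factor of at least 2 at 5 µM in the primary screen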;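 further: 0 = wells with 2.5 mM tranylcypromine and 1 = vehicle-only wells; values of inactives mirror those of a sister screen read the other way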
CYP2C19 inhib – blockers of cytochrome P450 2C19 activity – biochemical, luminescence, ADME assay, primary screen | hit rate 21% among 96,000 | CYP2C19 Supersomes, luciferin-H EGE luminescence, 30 min | P33261 | inhibition, % at 5 µM | AID 778, 2007;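 active means CYP2C19 inhibition above a set limit at 5 µM in the primary screen, cut at about 50% in these data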;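 further: plate controls were negative control wells for no effect and 2.5 mM tranylcypromine positive control for full effect; values of inactives mirror those of a sister screen read the other way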
CD11b adhes enh – enhancers of CD11b/CD18 adhesion to fibrinogen, primary screen, K562 cells, luminescence; hit rate 0.07% among 93,000; Integrin beta-2 (Homo sapiens) + Integrin alpha-M (Homo sapiens), P05107+P11215; activation, % at 10 µM; ATPlite luminescence; AID 1499, 2009;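 active means 10 µM primary screen giving 50% or more activity, confirmed by 40% or more on retest at that dose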; further: strong numbers were not always called active; reference of the scale not given here
PLAP act – PLAP enzyme activators, biochemical, luminescence, HTS; purified PLAP enzyme, luminescent substrate read-out; hits give high values; hit rate 1.2% among 96,000; activation fold at 20 µM; in the data active means activation fold above about 2
Target sequence (P05187 whole entry, looked up): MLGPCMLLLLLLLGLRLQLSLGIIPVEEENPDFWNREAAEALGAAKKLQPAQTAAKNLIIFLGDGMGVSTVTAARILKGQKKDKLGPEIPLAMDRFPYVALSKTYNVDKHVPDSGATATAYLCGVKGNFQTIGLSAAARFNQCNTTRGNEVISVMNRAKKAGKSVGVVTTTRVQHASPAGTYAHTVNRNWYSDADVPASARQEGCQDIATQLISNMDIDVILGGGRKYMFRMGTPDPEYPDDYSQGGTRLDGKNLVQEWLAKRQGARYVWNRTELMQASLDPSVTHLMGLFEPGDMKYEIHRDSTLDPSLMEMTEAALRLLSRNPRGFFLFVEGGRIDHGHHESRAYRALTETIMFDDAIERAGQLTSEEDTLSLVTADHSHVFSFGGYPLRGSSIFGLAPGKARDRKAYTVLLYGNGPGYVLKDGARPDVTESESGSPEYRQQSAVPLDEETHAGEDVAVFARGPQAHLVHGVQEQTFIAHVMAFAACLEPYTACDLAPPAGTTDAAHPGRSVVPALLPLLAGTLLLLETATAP
CYP2C9 inhib – blockers of cytochrome P450 2C9 activity – biochemical, luminescence, ADME assay, primary screen; P11712; CYP2C9 Supersomes, luciferin-H conversion; inhibition, % at 5 µM; hit rate 20% among 96,000;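 active means blocking of liver enzyme CYP2C9 beyond about 50% at 5 µM, limit read from the data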; further: values of inactives mirror those of a sister screen read the other way
Pyk2 oligo antag – antagonists of Pyk2 self-association, primary screen, Q293 cells, FERM NanoBiT luminescence, HTS; AID 1347419, 2020; hits give low values; z-score (the deposit names both 25 µM and 10 µM); hit rate 0.83% among 99,000;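 active means Z-score of -3 or lower, scaled per plate to the spread of control and sample wells; inactive means z-score above -3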;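 further: negative z-score means lost luminescence so less FERM oligomerization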
The depositor's hits bear a star; / = not tested or not shown.

Mac1 fbg inh | CYP2C9 activ | MT1-MMP txn act | CYP2C19 activ | CYP2C19 inhib | CD11b adhes enh | PLAP act | CYP2C9 inhib | Pyk2 oligo antag | SMILES
1 | 1 | 1.3 | 1.1 | -9 | -2 | 1.2 | 4 | -0.52 | Cc1cccnc1NC(=S)NC(=O)/C=C/c1ccco1
-8 | 0.7 | / | 0.6 | 40 | 2 | 0.8 | 31 | / | CCOC(=O)C1CCCN(c2c(Nc3cc(C)cc(C)c3)c(=O)c2=O)C1 (centres undefined)
0 | 0.6 | 1.1 | 0 | 98* | 18 | 0.9 | 42 | 0.42 | CCOC(=O)C1=C(O)C(Nc2nc3ccccc3s2)(C(F)(F)F)N=C1C (centres undefined)
4 | 1 | 1.1 | 1.1 | -9 | -3 | 1.2 | 2 | 0.56 | COc1ccc(C2CC(C(F)(F)F)n3nc(C(=O)O)c(Cl)c3N2)cc1OC (centres undefined)
-16 | 0.7 | 1.1 | 0.8 | 15 | 5 | 0.8 | 29 | 1.2 | O=C(c1ccccc1)c1ccccc1C(=O)N1CCOCC1
/ | 1.1 | 1.2 | 1.2 | -18 | / | 1.1 | -12 | -0.63 | CC1=CC(=O)C=CC1(C)C(Cl)Cl (centres undefined)
-7 | 0.6 | 1.2 | 0.7 | 27 | -1 | 1.2 | 45 | 1.8 | CCC(C(=O)NCc1ccco1)n1nc(-c2ccc(OC)cc2)ccc1=O (centres undefined)
13 | 0.4 | 1 | 0.1 | 87* | -6 | 1.8 | 60* | -0.06 | Cc1n[nH]c(C)c1CCCOc1ccccc1
/ | 0.8 | / | 1 | -1 | / | 0.8 | 21 | 1.6 | Cc1ccc(SCCCn2cnc3ccccc3c2=O)cc1
6 | 0.6 | 1.2 | 0.5 | 46 | 2 | 1.5 | 45 | / | Cc1csc(NC(=O)CSc2nnc(Cc3cccn3C)n2CCc2ccccc2)n1
-3 | 0.9 | / | 0.9 | 8 | -3 | 1 | 6 | -0.61 | S=c1[nH]nc(-c2cccnc2)n1/N=C/c1cccs1
/ | 0.2 | / | 1 | -2 | / | 1 | 80* | 0.27 | O=C(Nc1nc(=S)ss1)c1c(F)cccc1F
/ | 0.1 | 1.3 | 0.6 | 38 | / | 1 | 92* | -2.2 | CCOC(=O)C(C(=O)Nc1nc2ccccc2s1)C1CCCCC1 (centres undefined)
-43 | 1.1 | 1 | 0.9 | 8 | 10 | 0.9 | -6 | -0.79 | O=C1C2C3C=CC(C3)C2C(=O)N1CC1CCCO1 (centres undefined)
28 | 0.4 | 1 | 0.1 | 86* | -3 | 1.1 | 61* | 2.7 | O=C(Cc1coc(-c2ccc(F)cc2)n1)Nc1ccccc1
-16 | 2* | 1.1 | 0.3 | 66* | -3 | 0.9 | -100 | / | O=C(CC1Oc2ccccc2NC1=O)NCc1ccccc1 (centres undefined)
-4 | 0.8 | 0.9 | 0.6 | 38 | -3 | 1.1 | 16 | 0.01 | COC(=O)c1nnn(-c2nonc2N)c1CSc1ccc(Cl)cc1
2 | 1.6 | 1 | 0.1 | 86* | -3 | 0.7 | -62 | -0.36 | O=C(NCCc1c[nH]c2ccccc12)Nc1cccc2ccccc12
5 | 1.1 | / | 1.1 | -13 | -1 | 1 | -8 | -0.67 | COCCN(CCOC)S(=O)(=O)c1ccc(C(=O)Nc2nc(C)c(C(C)=O)s2)cc1
-2 | 0.6 | 1.2 | 0.5 | 48 | 0 | 1.6 | 38 | 0.4 | CCOC(=O)c1ccc(N2C(=O)CC(N3CCC(C(=O)OCC)CC3)C2=O)cc1 (centres undefined)
4 | 1.1 | 1.1 | 1.1 | -14 | -2 | 1 | -12 | 2.3 | CCOC(=O)C1=C(C)NC(=O)NC1c1ccc(NC(C)=O)cc1 (centres undefined)
-6 | 0.6 | 1 | 0.8 | 22 | -2 | 0.9 | 41 | 0.1 | CCCN(C#N)c1nc(NCC)nc(NC(C)C)n1
1 | 0.6 | 1.3 | 0.6 | 37 | -5 | 1 | 40 | -2.1 | C#CCNc1nc(C(C)C)nc2c1nnn2Cc1ccccc1F
-2 | 0.9 | / | 1.2 | -17 | 4 | 1.1 | 11 | / | CCc1nc(SCC(=O)NCc2ccccc2)c2c(=O)n(C)c(=O)n(C)c2n1
/ | 1.1 | 1.1 | 1 | 1 | / | 1.3 | -13 | -1.1 | COc1ccccc1NC(=O)CSc1nc(O)cc(=O)n1-c1ccccc1OC
-3 | 0.7 | 1.3 | 1 | 0 | 0 | 1.2 | 28 | -0.25 | Cc1cc2cc(CCNC(=O)c3ccc(S(=O)(=O)N4CCOCC4)cc3)c(=O)[nH]c2cc1C
4 | 0.9 | 1.2 | 1 | 0 | -1 | 0.9 | 9 | / | CCCn1c(CN2CCCCC2C)nc2c1c(=O)n(C)c(=O)n2C (centres undefined)
-4 | 1.1 | 1.1 | 1 | 0 | 0 | 1 | -12 | 0.6 | COC(=O)CN1C(=O)C2(OCCCO2)c2cc(Br)ccc21
4 | 0.1 | 0.7 | 0 | 96* | 7 | 0.7 | 95* | 0.46 | Clc1ccc(OCc2nc(-c3ccncc3)no2)c(Cl)c1
-14 | 1 | 1.3 | 1 | 2 | 3 | 1.3 | -3 | -0.78 | CC(C)(C)NC(=O)C(c1cccs1)N(CC1CCCO1)C(=O)Cn1nnc(-c2cccs2)n1 (centres undefined)
6 | 1.2 | 1 | 1.2 | -21 | -3 | 1.6 | -20 | 0.88 | COc1ccccc1N1CCN(CCc2n[nH]c(=S)n2-c2ccccc2)CC1
-32 | 0.9 | 1.1 | 0.5 | 55* | 2 | 0.9 | 6 | -0.31 | N#Cc1cnn(Cc2ccc(Cl)cc2)c1N
21 | 0.9 | / | 0.6 | 40 | -6 | 1.1 | 8 | 0.64 | Fc1ccc(Oc2nccc(-c3ccc(Cl)cc3)n2)cc1
8 | 0.3 | 1.1 | 0.2 | 81* | -4 | 0.9 | 69* | 0.15 | COc1ccc(NS(=O)(=O)c2ccc(Oc3ncccn3)cc2)cc1
19 | 0.6 | 1.1 | 0.1 | 91* | -2 | 1.1 | 36 | -2.3 | N#Cc1nc(COc2ccccc2Cl)oc1NCc1cccnc1
-8 | 0.9 | 0.9 | 1 | 2 | 0 | 1.4 | 12 | / | O=C(CSc1nnc(Cc2cc(=O)[nH]c(=O)[nH]2)n1-c1ccc(F)cc1)N1CCCCC1
-24 | 0.6 | 1 | 0.6 | 41 | 2 | 0.9 | 40 | -0.65 | N#CC1=C(N)N2C(=C(C#N)C13CCCCC3)SC1CCCCC12O (centres undefined)
-4 | 0.3 | 1.1 | 0.4 | 57* | -2 | 1.3 | 75* | -2.9 | COC(=O)c1ccccc1NC(=O)COC(=O)c1ccc(C)c(NC(=O)c2ccco2)c1
-12 | 0.9 | 1 | 0.4 | 61* | -3 | 0.9 | 9 | -3.3* | CSc1nnc2c3ccccc3n(CCc3ccccc3)c2n1
/ | 1.1 | / | 0.1 | 92* | / | 0.6 | -6 | -0.36 | O=C(NCCNc1ccc([N+](=O)[O-])cc1C(F)(F)F)c1ccccc1F

Compounds above that have two or more sulfur atoms (5):
Mac1 fbg inh | CYP2C9 activ | MT1-MMP txn act | CYP2C19 activ | CYP2C19 inhib | CD11b adhes enh | PLAP act | CYP2C9 inhib | Pyk2 oligo antag | SMILES
6 | 0.6 | 1.2 | 0.5 | 46 | 2 | 1.5 | 45 | / | Cc1csc(NC(=O)CSc2nnc(Cc3cccn3C)n2CCc2ccccc2)n1
-3 | 0.9 | / | 0.9 | 8 | -3 | 1 | 6 | -0.61 | S=c1[nH]nc(-c2cccnc2)n1/N=C/c1cccs1
/ | 0.2 | / | 1 | -2 | / | 1 | 80* | 0.27 | O=C(Nc1nc(=S)ss1)c1c(F)cccc1F
5 | 1.1 | / | 1.1 | -13 | -1 | 1 | -8 | -0.67 | COCCN(CCOC)S(=O)(=O)c1ccc(C(=O)Nc2nc(C)c(C(C)=O)s2)cc1
-14 | 1 | 1.3 | 1 | 2 | 3 | 1.3 | -3 | -0.78 | CC(C)(C)NC(=O)C(c1cccs1)N(CC1CCCO1)C(=O)Cn1nnc(-c2cccs2)n1 (centres undefined)

Further records
Mac1 fbg inh | CYP2C9 activ | MT1-MMP txn act | CYP2C19 activ | CYP2C19 inhib | CD11b adhes enh | PLAP act | CYP2C9 inhib | Pyk2 oligo antag | SMILES
-14 | 0.9 | 1 | 0.9 | 11 | 2 | 1.2 | 8 | 0.2 | CCOc1cc(C2NC(=O)NC(O)(C(F)(F)F)C2C(=O)c2ccc(OC)cc2)ccc1O (centres undefined)
/ | 1.2 | / | 0.7 | 29 | / | 0.9 | -16 | -0.13 | c1ccc(-c2nnc(SCCC3OCCCO3)o2)cc1
10 | 1.2 | 1.2 | 1.1 | -7 | -2 | 1.2 | -22 | -0.46 | CCN(C(=O)CSc1nnc(-c2ccncc2)n1C)C1CCS(=O)(=O)C1 (centres undefined)
-2 | 1.1 | / | 1.1 | -9 | -3 | 1 | -7 | 0.08 | O=C(N/N=C/c1cccnc1)c1ccc([N+](=O)[O-])cc1Cl
-7 | 1 | / | 0.9 | 12 | -2 | 1 | 0 | -0.93 | COC(=O)c1nn(-c2ccc(OC)cc2)c(=O)cc1Oc1cccc(Cl)c1
-6 | 0.8 | 1.1 | 0.8 | 20 | 5 | 1.2 | 17 | / | Cc1ccnc(NC(=O)C2CCC(CNc3c(N4CCCC4)c(=O)c3=O)CC2)c1 (centres undefined)
2 | 0.2 | 1 | 0.4 | 63* | -7 | 1.4 | 79* | -0.21 | O=C1CC(c2ccccc2)c2c(O)cc(O)cc2O1 (centres undefined)
-23 | 0 | / | 0.2 | 77* | 0 | 1.6 | 96* | -0.49 | Cc1cccc(N(CC(=O)N/N=C/c2ccc(OCC(=O)NCc3ccco3)cc2)S(C)(=O)=O)c1C
-7 | 1.1 | 1.4 | 0.9 | 8 | -2 | 1.1 | -10 | / | O=C(Cn1cc2c(n1)CCCCC2)NC1CCCCCC1
/ | 0.7 | 1.9 | 0.4 | 64* | / | 0.8 | 33 | -0.59 | O=C(NCCSCc1ccco1)Nc1cccc(Cl)c1
-9 | 0.8 | 0.9 | 0.9 | 11 | 38 | 1 | 17 | -0.4 | Cc1ccc(C)c(Cn2c(=O)n(CCC(=O)NCc3ccco3)c(=O)c3ccccc32)c1
-5 | 0.9 | 1.2 | 0.8 | 17 | 2 | 0.8 | 11 | -0.11 | Cc1ccc2cc(C#N)c(N3CCCC3)nc2c1C
14 | 0.3 | / | 0.9 | 13 | 0 | 1.5 | 68* | 0.15 | CCOC(=O)C1CCN(Cc2nc3ccccc3c(=O)n2-c2ccc(F)cc2)CC1
7 | 1 | / | 1 | 0 | 5 | 0.9 | 4 | -0.39 | Cc1ccc(C)c(S(=O)(=O)NC(C)C(=O)Nc2ccc(-c3nc4ccccc4s3)cc2)c1 (centres undefined)
-5 | 0.6 | 1 | 0.4 | 64* | 0 | 1 | 37 | 0.11 | O=C(Oc1nsnc1N1CCOCC1)c1ccccc1
/ | 0.6 | / | 0.1 | 86* | / | 0.7 | 43 | 0.05 | CSC(=NC#N)N1CCN(c2ccc(Cl)cc2)CC1
-1 | 0.9 | / | 0.8 | 23 | 1 | 0.9 | 15 | -1.5 | COn1c(-c2ccccc2)nc2ccc(Cl)cc21
0 | 1.1 | / | 0.8 | 18 | 2 | 0.9 | -10 | / | CC(C)C(NS(=O)(=O)c1cccc2nsnc12)C(=O)Nc1nc2ccc(Cl)cc2s1 (centres undefined)
-13 | 0.9 | 1.2 | 0.4 | 60* | 0 | 1 | 13 | -0.96 | COc1ccc(NC2CC(=O)N(c3cccc(C)c3)C2=O)cc1 (centres undefined)
